Screening data: PubChem BioAssay, National Center for Advancing Translational Sciences (NCATS)
D3 ag – qHTS of D3 Dopamine Receptor Agonist: qHTS; D(3) dopamine receptor (Homo sapiens), P35462; D3R DiscoveRx beta-arrestin cells, luminescence, 90 min; max activation, %; actives 0.58% (n = 410,000); in the data active = max activation above about 30%; note: 0% is about no effect; mostly tested at two doses, the higher about 12 µM
Target sequence (P35462 whole entry, looked up): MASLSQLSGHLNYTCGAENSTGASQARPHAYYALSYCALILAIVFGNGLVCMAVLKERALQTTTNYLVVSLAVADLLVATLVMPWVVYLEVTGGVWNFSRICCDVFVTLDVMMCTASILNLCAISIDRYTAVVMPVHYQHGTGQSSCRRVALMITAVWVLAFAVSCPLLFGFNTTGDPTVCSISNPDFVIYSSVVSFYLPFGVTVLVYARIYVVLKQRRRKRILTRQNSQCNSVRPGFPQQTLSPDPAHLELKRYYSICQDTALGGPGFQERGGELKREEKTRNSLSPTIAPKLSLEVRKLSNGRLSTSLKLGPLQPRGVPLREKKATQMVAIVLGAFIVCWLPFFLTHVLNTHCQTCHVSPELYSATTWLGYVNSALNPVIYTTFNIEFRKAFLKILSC
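Cells at 1500/well, incubated overnight, then treated with pinned compounds (dopamine as control) for 90 min at 37 degrees C. DiscoveRx reagent added for 30 - 60 minutes at room temperature; luminescence read.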
aSyn yeast inh – qHTS of alpha-syn Inhibitors; AID 652106, 2013; Yeast expressing alpha-synuclein, growth rescue, BacTiter-Glo, 24 h; Potency, µM (top dose mostly 46.1 µM), for inactives: top-dose growth rescue (activation), actives largely listed as activators; actives 0.14% (n = 370,000); note: potency is the fitted concentration of half-maximal effect; % of control where 0% means no effect; nearly all actives have a fitted effect of over 65% in size
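Galactose-induced alpha-syn yeast (OD600=0.02, raffinose-pregrown) + pinned cpd, 24 hr, 30 deg C; growth by BacTiter-Glo luminescence. Growth restoration scores as activation.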
EPAC2 antagonist – qHTS for Antagonist of cAMP-regulated guanine nucleotide exchange factor 2 (EPAC2): primary screen; EPAC2 GEF exchange of Rap1B-BODIPY-GDP, fluorescence; Rap guanine nucleotide exchange factor 4 (Homo sapiens), Q8WZA2; Potency, µM (doses to about 114 µM), for inactives: at the highest dose activity, negative = inhibition, most hits filed as inhibitors; actives 0.18% (n = 360,000); note: potency is the fitted concentration of half-maximal effect; % is set by controls: 0 for no effect and ±100 for the full control effect; nearly all actives have a fitted effect of over 45% in size; many of its hits are not listed in these tables
DRD3 antagonist – qHTS of D3 Dopamine Receptor Antagonist: qHTS; D3R cells, DiscoveRx beta-arrestin luminescence, antagonist mode; stronger effect = lower value; D(3) dopamine receptor (Homo sapiens), P35462; actives 2.5% (n = 360,000); max response, negative = inhibition, %; in the data active = max response below about -50%; inconclusive = no clear call, values can overlap the other calls; note: % is set by controls: 0 for no effect and ±100 for the full control effect; mostly tested at two doses, the higher about 12 µM
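Cells expressing the human receptor were seeded at 1500 cells/well, incubated overnight at 37 degrees C in 5% CO2, then exposed to library compounds with dopamine controls for 90 minutes at 37 degrees C before luminescent detection.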
EPAC2 agonist – qHTS for Agonist of cAMP-regulated guanine nucleotide exchange factor 4 (EPAC2): primary screen; Rap guanine nucleotide exchange factor 4 (Homo sapiens), Q8WZA2; EPAC2 activation, biochemical qHTS; response scale: 100% = 6.5 mM cAMP response; Potency, µM (series often up to 154 µM), for the others: at the top dose activation, most hits filed as activators; actives 0.079% (n = 360,000); AID 720711, 2013; note: potency is the fitted concentration of half-maximal effect; nearly all actives have a fitted effect of over 50% in size
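Nucleotide exchange monitored as fluorescence drop when BODIPY-GDP leaves Rap1B. Reaction: 100 nM EPAC2, 250 nM RAP1B-BODIPY-GDP, 50 uM GDP, room temperature, kinetic read over 30 min. Activity expressed relative to 6.5 mM cAMP.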
TDP-43 yeast inh – qHTS of TDP-43 Inhibitors | TDP-43 expressing yeast growth rescue, BacTiter-Glo, 24 h | actives 1.8% (n = 410,000) | Potency, µM (highest dose often 46.1 µM), for the others: at the highest dose growth rescue (activation), hits mostly activators; note: potency is the fitted concentration of half-maximal effect; % of control where 0% means no effect; nearly all actives have a fitted effect of over 50% in size
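Yeast cells expressing TDP-43 under galactose induction are exposed to compounds for 24 hr at 30 deg C. BacTiter-Glo luminescence measures growth, so protective compounds score as activators.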
FUS yeast rescue – qHTS for Suppressors of FUS Proteinopathy: Primary screen using FUS-linked yeast assay; S. cerevisiae FUS-expressing, growth rescue, OD600, 24 h; Potency, µM (series often up to 76.6 µM), inactives show at the highest dose growth rescue (activation), actives largely listed as activators; actives 0.24% (n = 390,000);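 note: potency is the fitted concentration of half-maximal effect; plate controls were DMSO vehicle for no effect and reference control for full effect; nearly all actives have a fitted effect of over 55% in size; some results filed as inactive show a strong effect at the top dose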
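Cultures pregrown in 2.5% raffinose medium are shifted to minimal medium containing 2% galactose to express toxic FUS. Compounds are tested at several concentrations. After 24hr at 30C, growth is quantified at 600 nm absorbance.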
Abeta yeast res – qHTS for compounds that reverse cellular toxicity of Amyloid beta (A-beta) peptide in yeast: Primary Screen | yeast expressing A-beta42, growth rescue, OD600, 48 h; response scale: 0% DMSO, 100% iron-clioquinol control | Potency, µM (highest dose often 46.1 µM), for the others: top-dose growth rescue, most hits filed as activators | actives 0.063% (n = 410,000) | AID 1347071, 2019; note: potency is the fitted concentration of half-maximal effect; nearly all actives have a fitted effect of over 55% in size
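Yeast A-beta toxicity model in growth medium with pinned compounds, 48 h at 30 C; growth read as absorbance at 600 nm. Normalized to FeCl3/clioquinol equimolar mix (positive) and DMSO (negative).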
Numbers without * were called inactive; ? = inconclusive; · = no result given; [ ] = dose if it differs, or a comment. Unless noted, calls come from the whole dose curve; as a rule, active = well fitted curve in the direction sought with a large enough effect; inconclusive = small, poorly fitted or top-dose-only effect, or another doubt; inactive = no such curve, though single readings can be large; an effect the other way counts as inactive or inconclusive.

1) O=C(COc1ccc2c(-c3ccccc3)cc(=O)oc2c1)N[C@@H](Cc1c[nH]c2ccc(O)cc12)C(=O)O
2) O=c1c(-c2ccccc2)coc2c(CN3CCCC3)c(O)ccc12
3) Cc1cccc(C)c1OCc1nc2c3c(-c4ccccc4)c(-c4ccccc4)oc3ncn2n1
4) COc1ccc(/C=C(/C#N)C(=O)Nc2ccc(C)cc2C)cc1C(=O)O
5) Cc1cc(/C=C(\C#N)C(=O)NCc2ccco2)c(C)n1-c1cccnc1
6) Cc1ccc(C(=O)N/N=C\c2ccc[nH]2)cn1
7) O=C(CCCn1c(=O)c2cccn2c2cccnc21)Nc1ccccc1Br
8) CC(C)Sc1nc(N2CCCC2)c2c(c1C#N)CC(C)(C)OC2

entry no.,1,2,3,4,5,6,7,8
D3 ag,3,4,5,-5,0,-3,-14,-2
aSyn yeast inh,3%,5%,·,1%,-4%,1%,·,-1%
EPAC2 antagonist,-27%,4%,·,-1%,-12%,10%,·,-3%
DRD3 antagonist,3,-2,·,2,1,18,·,3
EPAC2 agonist,3%,-2%,·,-16%,7%,1%,·,8%
TDP-43 yeast inh,11%,-24%,19%,-3%,-13%,8%,18%,-15%
FUS yeast rescue,12%,24%,-20%,8%,30%,11%,-17%,34%
Abeta yeast res,-6%,5%,-11%,-1%,-6%,10%,-14%,3%

9) COc1cc(S(=O)(=O)N2CCOCC2)ccc1NC(=O)COC(=O)CC12CC3CC(CC(C3)C1)C2
10) CC(=O)Nc1ccc(S(=O)(=O)Oc2ccc(N3C(=O)C4CCCCC4C3=O)cc2)cc1 (stereo unspecified)
11) CCN(CC(=O)Nc1c(F)cccc1F)C(=O)CCNS(=O)(=O)c1ccccc1C(F)(F)F
12) COc1ccc(O)c(-c2[nH]ncc2C(=O)c2cccc(C)c2)c1
13) Cc1ccc(C(=O)N(CCc2ccccc2)Cc2ccccc2)cc1S(=O)(=O)N1CCCCC1
14) CC1CC1C(=O)OCC(=O)NCc1ccccc1Cl (stereo unspecified)
15) Cc1cc(Br)ccc1OCCCCNCCO
16) Cn1c(=O)n(C)c2cc(N3CCOCC3)c(NS(=O)(=O)c3ccc(C(C)(C)C)cc3)cc21

entry no.,9,10,11,12,13,14,15,16
D3 ag,-6,4,4,4,-6,1,-2,9
aSyn yeast inh,1%,0%,5%,-25%,-3%,1%,7%,·
EPAC2 antagonist,3%[57.1 µM],-4%[57.1 µM],2%,7%,1%,0%,2%,·
DRD3 antagonist,-53*,23,3,-14,4,7,-60*,·
EPAC2 agonist,11%,2%,-1%,-2%,-5%,6%,-2%,·
TDP-43 yeast inh,8%,16%,15%,0%,-8%,2%,-18%,15%
FUS yeast rescue,?,10%,13%,18%,18%,17%,10%,5%
Abeta yeast res,10%,5%,-14%,3%,4%,9%,11%,3%

17) Cc1ccc(S(=O)(=O)N2CCC(C(=O)NNC(=O)C3CC3)CC2)cc1Cl
18) COCCCn1c(SCC(=O)Nc2ccc(NC(=O)c3ccco3)c(OC)c2)nc2ccccc2c1=O
19) CNS(=O)(=O)c1ccc(NC(=O)C2c3ccccc3Oc3ccccc32)cc1
20) CCOC(=O)CCN(c1ccccc1)S(=O)(=O)c1ccc(-c2ccc(=O)[nH]n2)s1
21) Oc1ccc(-c2nc3ccccn3c2Nc2ccc3c(c2)OCCO3)cc1
22) COc1cccc(CC2(CO)CCN(C(=O)NCCc3ccccc3)CC2)c1
23) CC(C)C(NC(=O)c1ccc(F)cc1)C(=O)N1CCN(C(=O)c2ccco2)CC1 (stereo unspecified)
24) COc1cc2c3nnc(-c4ccc(F)cc4)c-3cn(Cc3cccc(C)c3)c2cc1OC

entry no.,17,18,19,20,21,22,23,24
D3 ag,5,1,-11,4,-1,-6,0,-1
aSyn yeast inh,0%,-5%,-2%,-1%,·,2%,0%,-7%
EPAC2 antagonist,-3%,5%,-9%,-12%,·,1%,26%,-3%
DRD3 antagonist,-2,0,-17,4,·,-8,-11,6
EPAC2 agonist,-13%,7%,1%,-2%,·,-8%,9%,?
TDP-43 yeast inh,-8%,-15%,3%,9%,-1%,-9%,11%,2%
FUS yeast rescue,53%,31%,·,0%,26%,34%,-11%,-7%
Abeta yeast res,3%,8%,2%,14%,-4%,2%,-10%,-18%

25) COc1cc(CN2C[C@@H](CO)O[C@@H](n3cnc4c(NC(C)C)ncnc43)C2)cc(OC)c1OC
26) C[C@@H]1CN([C@H](C)CO)C(=O)CCCn2nncc2CO[C@H]1CN(C)Cc1ccccc1C(=O)O
27) COc1c(O)ccc(/C=N/NC(=O)c2ccc3c(c2)OCCO3)c1[N+](=O)[O-]
28) C[C@@H](C(=O)NCc1ccccn1)[C@H]1C[C@]1(C)[C@H](NC(=O)OCc1ccccc1)c1ccccc1
29) O=C(Nc1ccc(C(F)(F)F)cc1-c1ccccc1)c1ccccc1
30) Cc1cc(OCc2nc3ccccc3s2)ccc1N
31) Cc1nc2c(C#N)cnn2c2c1CCNN2C
32) COCCCNc1nc2ccccc2nc1NS(=O)(=O)c1cccs1

entry no.,25,26,27,28,29,30,31,32
D3 ag,6,5,-2,0,3,-10,5,-3
aSyn yeast inh,3%,0%,2%,2%,3%,11%,0%,-5%
EPAC2 antagonist,3%,-3%,9%,5%,6%,-8%,1%,-3%
DRD3 antagonist,11,18,-12,0,-11,-1,-6,-64*
EPAC2 agonist,16%,4%,-5%,7%,-2%,1%,5%,3%
TDP-43 yeast inh,23%,7%,3%,-24%,-3%,8%,11%,-2%
FUS yeast rescue,-13%,4%,26%,-1%,-9%,2%,8%,7%
Abeta yeast res,-1%,1%,-1%,-8%,-10%,-20%,-7%,-5%

33) C/C(Cl)=C\Cn1c(N2CCCC2)nc2c1c(=O)[nH]c(=O)n2C
34) COC(=O)C1(C(=O)OC)c2ccccc2N(S(=O)(=O)c2ccc(C)cc2)C1CC(=O)c1ccccc1 (stereo unspecified)
35) CCOc1ccc(/C=C/C(=O)OCC(=O)c2ccccc2OC)cc1OC
36) C1=C(C(c2nnnn2C2CCCCC2)N2CCCCC2)COc2ccccc21 (stereo unspecified)
37) Cc1cc(F)c(F)c(C(=O)N2C(C)CCCC2C)c1Cl (stereo unspecified)
38) O=C(CCN1CCN(S(=O)(=O)c2ccc(F)cc2)CC1)Nc1ccccc1F
39) CCC12CCCN3CCC4(C(=C(C(=O)OC)C1)Nc1ccccc14)C32 (stereo unspecified)
40) O=C(Nc1ccc(C(=O)NCCCN2CCCCC2)cc1)C1=CSCCO1

entry no.,33,34,35,36,37,38,39,40
D3 ag,1,6,4,16,-6,0,-11,-5
aSyn yeast inh,-10%,1%,0%,5%,18%,0%,-5%,4%
EPAC2 antagonist,-1%,-10%,-5%,7%,7%,2%,-7%,-1%
DRD3 antagonist,-9,19,19,9,8,4,0,12
EPAC2 agonist,0%[15.6 µM],4%,15%,-2%,1%,-2%,13%,6%
TDP-43 yeast inh,-10%,6%,12%,-8%,?,2%,1%,14%
FUS yeast rescue,26%,?,16%,3%,18%,-9%,·,25%
Abeta yeast res,-18%,-10%,21%,7%,3%,-10%,6%,·

41) CCCCNc1ncnc2c1cnn2-c1ccc(Cl)cc1
42) COc1ccc(C(=S)N2CCN(c3ccccc3C)CC2)cc1OC
43) O=C(c1cc(-c2ccc(Cl)cc2)n(-c2ccc(Cl)c(Cl)c2)n1)N1CCOCC1
44) Cc1cc(C(F)(F)F)n(-c2nc(C(=O)O)cs2)n1
45) CCCc1nc2sc3c(c2c(=O)n1NC(=O)CCC(=O)OC)CCCC3
46) O=C(c1ccc2c(c1)OCO2)C1CCCN(Cc2cn[nH]c2-c2cccc(F)c2)C1 (stereo unspecified)
47) COc1cccc(CC2(CO)CCCN(Cc3ccc(CO)o3)C2)c1 (stereo unspecified)
48) O=C1CCC(C(=O)OCC(=O)Nc2ccc(OC(F)F)cc2)=NN1
49) Cc1ccc(C)c(N2CCN(S(=O)(=O)c3ccc(-c4cnc(C5CC5)o4)cc3)CC2)c1
50) C=CCC[C@H](Cc1ccc(F)cc1)C(=O)OC[C@@H](NC(=O)[C@H](CC=C)CC(=O)NCCO)C(C)(C)C

entry no.,41,42,43,44,45,46,47,48,49,50
D3 ag,-4,3,-1,-9,-10,-19,3,1,-18,6
aSyn yeast inh,-8%,9%,-5%,13%,2%,-4%,-4%,1%,·,9%
EPAC2 antagonist,1%,-2%,-1%,-4%,-1%,-8%,3%,12%,·,-8%
DRD3 antagonist,?,-7,2,3,0,-18,2,13,·,28
EPAC2 agonist,-5%,12%,0%,7%,2%,2%,-3%,8%,·,0%
TDP-43 yeast inh,23%,?,-11%,2%,-11%,-5%,-10%,6%,24%,18%
FUS yeast rescue,-12%,21%,1%,-16%,17%,9%,4%,-11%,4%,21%
Abeta yeast res,-2%,-9%,-22%,8%,-4%,-20%,2%,4%,-4%,16%

5 records drawn at random from those above:
34) COC(=O)C1(C(=O)OC)c2ccccc2N(S(=O)(=O)c2ccc(C)cc2)C1CC(=O)c1ccccc1 (stereo unspecified)
30) Cc1cc(OCc2nc3ccccc3s2)ccc1N
16) Cn1c(=O)n(C)c2cc(N3CCOCC3)c(NS(=O)(=O)c3ccc(C(C)(C)C)cc3)cc21
49) Cc1ccc(C)c(N2CCN(S(=O)(=O)c3ccc(-c4cnc(C5CC5)o4)cc3)CC2)c1
42) COc1ccc(C(=S)N2CCN(c3ccccc3C)CC2)cc1OC

entry no.,34,30,16,49,42
D3 ag,6,-10,9,-18,3
aSyn yeast inh,1%,11%,·,·,9%
EPAC2 antagonist,-10%,-8%,·,·,-2%
DRD3 antagonist,19,-1,·,·,-7
EPAC2 agonist,4%,1%,·,·,12%
TDP-43 yeast inh,6%,8%,15%,24%,?
FUS yeast rescue,?,2%,5%,4%,21%
Abeta yeast res,-10%,-20%,3%,-4%,-9%

The list is partial, so the mix of outcomes need not match the whole.
